Screening results as filed in PubChem.
HEK293 tox: cytotoxic in the GLP-1 receptor inverse agonist counter-screen; HEK293 cAMP-luciferase reporter cells, luminescence, 24 h; Potency, µM (highest dose often 38.3 µM), for the others: at the highest dose activity change, negative = inhibition, usual class: inhibitors; hit rate 0.13% among 410,000;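 further: loss of luciferase light is scored as toxicity; potency means the concentration at half of the fitted maximal effect; on the % scale 0 is the no-effect control and ±100 the full control effect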
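1536-well qHTS counterscreen of the MLSMR; 200 cells/uL, 12 h pre-incubation, 23 nL cpd, 24 h at 37 deg C 5% CO2, luciferase detection reagent, 12 min RT, luminescence. Inhibition = undesired.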
SW480 rereplic: inducers of DNA re-replication in SW480 colon cancer cells | SW480 DNA re-replication, Hoechst DNA content imaging, 48 h | Potency, µM (highest dose often 46.1 µM), without a hit: at the highest dose re-replication activation, hits mostly activators | hit rate 1.8% among 340,000 | AID 624297; further: potency means the concentration at half of the fitted maximal effect; % of control where 0% means no effect; nearly all actives have a fitted effect of over 55% in size
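First, 250 cells per well were seeded. Next, compound or vehicle (23 nL) was pinned in, plates sat 48 hr at 37 C. Finally Hoechst was added for 40 min before fluorescence scanning.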
HT1080-NT tox: kills 2HG-producing HT-1080-NT fibrosarcoma cells. Potency, µM (top dose mostly 46.1 µM), without a hit: top-dose activity, negative = less viability, actives largely listed as cytotoxic. HT-1080-NT fibrosarcoma viability, CellTiter-Glo ATP luminescence, 48 h. hit rate 1.6% among 360,000. AID 686970;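 further: NT is the 2HG producing partner of a matched IDH1 knockdown line; potency means the concentration at half of the fitted maximal effect; 0% = DMSO-treated cells and -100% = media-only wells without cells; nearly all actives have a fitted effect of over 55% in size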
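A 48-hour cytotoxicity screen used HT-1080-NT cells plated 2 hours before compound delivery. ATP-based CellTiter-Glo luminescence measured viability, normalized to DMSO and no-cell controls.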
DRD3 agonist: D3 dopamine receptor (human) agonism | P35462 | D3R DiscoveRx beta-arrestin cells, luminescence, 90 min | max activation, % | hit rate 0.58% among 410,000 | AID 652048; in the data active means max activation above about 30%; further: 0% is about no effect; mostly tested at two doses, the higher about 12 µM
Target sequence (P35462 whole entry, looked up): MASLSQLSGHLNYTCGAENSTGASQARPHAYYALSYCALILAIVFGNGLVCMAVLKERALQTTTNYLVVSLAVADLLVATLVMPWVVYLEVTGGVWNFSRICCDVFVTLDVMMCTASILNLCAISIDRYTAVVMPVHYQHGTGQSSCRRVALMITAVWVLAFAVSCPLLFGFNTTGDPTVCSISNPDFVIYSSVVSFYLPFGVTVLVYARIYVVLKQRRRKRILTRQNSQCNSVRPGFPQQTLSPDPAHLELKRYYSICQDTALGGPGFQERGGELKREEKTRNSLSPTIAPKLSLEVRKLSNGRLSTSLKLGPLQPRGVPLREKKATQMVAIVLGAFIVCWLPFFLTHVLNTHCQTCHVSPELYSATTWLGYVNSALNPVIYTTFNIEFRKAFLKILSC
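Agonist-mode cell screen: cells plated at 1500/well and incubated overnight at 37 °C, then exposed to library compounds for 90 min at 37 °C. Detection reagent was added for 30–60 min at room temperature, and luminescence was read.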
KB-V1 cytotox: kills drug-selected multidrug resistant KB-V1 cells; hit rate 3.4% among 400,000; KB-V1 MDR cells viability, CellTiter-Glo, 72 h; Potency, µM (doses to about 46.1 µM), without a hit: at the top dose activity change, negative = cytotoxicity, actives largely listed as cytotoxic; further: potency means the concentration at half of the fitted maximal effect; on the % scale 0 is the no-effect control and ±100 the full control effect; nearly all actives have a fitted effect of over 60% in size
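Cytotoxicity via CellTiter-Glo luminescence after 72 h compound exposure at 37 degrees C. Cells: drug-selected KB-V1 line, DMEM phenol-red free plus 10% FBS. Compounds tested at multiple concentrations; normalized data fitted to concentration-effect curves.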
HT1080 IDH1KD tx: toxicity to HT-1080 IDH1 knockdown cells (counter line); hit rate 2% among 360,000; Potency, µM (highest dose often 46.1 µM), without a hit: at the highest dose activity, negative = toxicity, hits mostly cytotoxic; HT-1080 IDH1 knockdown viability, ATP luminescence, 48 h;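 further: potency means the concentration at half of the fitted maximal effect; 0% = DMSO wells and -100% = cell-free medium wells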
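After a 2 h attachment period, IDH1KD HT-1080 cells took pin-transferred compound for 48 h at 37 °C; ATP-based luminescence after 10 min room-temperature reagent incubation reported viability.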
IL1B secr inh: inhibitors of inflammasome signaling (IL-1 beta secretion); THP-1 LPS/ATP IL-1B secretion, AlphaLISA, 16 h; hits give low values; activity change, % at 57.5 µM; hit rate 4.7% among 360,000; in the data active means activity change below about -50%; inconclusive means mostly about -30% to -49%; further: on the % scale 0 is the no-effect control and ±100 the full control effect
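Secreted IL-1B measured by AlphaLISA bead assay after 16 h compound exposure of THP-1 cells; compounds (final up to 57.5 uM) added 1 h before LPS (250 ng/mL) and ATP (1.25 mM) stimulation; lower signal means less secretion.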
KB-3-1 cytotox: kills parental KB-3-1 adenocarcinoma cells; KB-3-1 viability, CellTiter-Glo ATP luminescence, 72 h; Potency, µM (series often up to 46.1 µM), inactives show top-dose activity change, negative = cytotoxic, most hits filed as cytotoxic; hit rate 1.4% among 400,000; further: potency means the concentration at half of the fitted maximal effect; on the % scale 0 is the no-effect control and ±100 the full control effect; nearly all actives have a fitted effect of over 60% in size
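KB-3-1 parental drug-naive adenocarcinoma cells in DMEM/10% FBS, incubated 72 h at 37 C with pin-transferred compounds across a concentration series. Viability by CellTiter-Glo luminescence; concentration-response curves fitted after normalization.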
MCF10A rereplic: induces DNA re-replication in MCF 10a normal breast cells. MCF 10A DNA re-replication, Hoechst nuclear intensity, 48 h. Potency, µM (titrated, usually from 46.1 µM), for inactives: at the highest dose activity, positive = re-replication, most hits filed as activators. hit rate 2.9% among 350,000; further: potency means the concentration at half of the fitted maximal effect; % of control where 0% means no effect; nearly all actives have a fitted effect of over 50% in size
* hit, by the source's call; ? = inconclusive; . = not tested or not shown; [ ] = dose if it differs, or a comment. Unless noted, the call rests on the fitted dose curve; in most records, active means well fitted curve in the direction sought with a large enough effect; inconclusive means small, poorly fitted or top-dose-only effect, or another doubt; inactive means no such curve, though single readings can be large; an effect the other way counts as inactive or inconclusive. Compounds as they come; about 11% have a hit in one of these screens.

SMILES	HEK293 tox	SW480 rereplic	HT1080-NT tox	DRD3 agonist	KB-V1 cytotox	HT1080 IDH1KD tx	IL1B secr inh	KB-3-1 cytotox	MCF10A rereplic
Cc1ccc(SCC(=O)N2CCN(c3ccccn3)CC2)cc1	3%	-1%	6%	-2	8%	-9%	23	-3%	3%
Cc1cccc(C(=O)N(Cc2cccs2)C2CCS(=O)(=O)C2)c1 (stereo unspecified)	-6%	-14%	-2%	2	-17%	8%	-8	8%	3%
CC(=O)c1cccc(NC(=O)COc2ccc3oc(=O)cc(C)c3c2)c1	-4%	-8%	1%	7	22%	1%	-3	0%	-6%
CC(OC(=O)Cc1c[nH]c2ccccc12)C(=O)NC1(C#N)CCCCC1 (stereo unspecified)	0%	?	0%	-6	-7%	-1%	13	-1%	5%
CC1CN(C(=O)c2ccn(C)n2)CC(C)O1 (stereo unspecified)	-4%	-71%[inhibitor]	0%	1	2%	5%	3	-9%	1%
Cc1ccc2c(C)c(C(=O)Nc3cccnc3)oc2c1C	4%	-1%	12%	1	-1%	3%	-7	8%	2%
O=C(NCCCN1CCCCC1)c1ccc2c(=O)n(CCc3ccccc3)c(=O)[nH]c2c1	6%	?	10%	-10	9%	5%	-5	-21%	8%
O=c1[nH]c(SCc2c(Cl)cccc2Cl)nc2ccccc12	7%	16%	-1%	2	-8%	9%	2	9%	-1%
Cc1nc2cc(N)ccc2n1C1CCCCC1	0%	1%	-18%	6	-11%	-4%	-7	6%	7%
COc1ccc(Cn2nnnc2CN(Cc2cc3cccc(C)c3[nH]c2=O)C2CCCC2)cc1	5%	21%	1%	-5	5%	6%[9.24 µM]	?	6%	3%
O=C(Cn1nc(-c2cccc([N+](=O)[O-])c2)c2ccccc2c1=O)NCC1CCCO1 (stereo unspecified)	-20%	-6%	12%	1	10%	12%	-11	0%	5%
COc1ccc(-c2cn3nc(N4CCCC(C(=O)NCc5ccccc5Cl)C4)sc3n2)cc1 (stereo unspecified)	1%	.	.	4	-19%	.	.	-24%	.
CC(=O)C1C(c2ccc(F)cc2)NC(=O)NC1(O)C(F)(F)F (stereo unspecified)	-5%	0%	9%	-3	0%	16%	7	13%	-5%
Cc1ccc(NC(=S)NCc2ccccc2)cc1S(=O)(=O)N1CCCCC1	-22%	?	-10%	-4	13µM*	-8%	-22	?	0%
CCN(CC)C(=O)CSc1nc(COc2ccccc2)nc2ccccc12	1%	-7%	-12%	8	3%	-11%	0	-5%	0%
CCn1cnc2cc(NC(=O)c3cccs3)ccc21	-1%	5%	-1%	5	?	-4%	-18	-16%	13%
O=C(Cc1c(F)cccc1Cl)Nc1nccs1	7%	-1%	-2%	-4	-2%	-4%	-1	-1%	0%
Cc1ccccc1NC(C)C(=O)N/N=C/c1ccccc1OCc1cccc(Br)c1 (stereo unspecified)	?	?	-15%	-2	?	-25%	?	?	?
COCc1ccc(C(=O)Nc2ccccc2C(=O)NCc2cccnc2)cc1	3%	-1%	4%	1	?	13%	-14	8%	6%
CN(C)CCN=c1cc(-c2ccccc2)oc2ccc(Cl)cc12	10%	-1%	-14%	-2	?	-24%	26	-5%	-20%

In the list so far, these have a thiophene ring, fused or not.
SMILES	HEK293 tox	SW480 rereplic	HT1080-NT tox	DRD3 agonist	KB-V1 cytotox	HT1080 IDH1KD tx	IL1B secr inh	KB-3-1 cytotox	MCF10A rereplic
Cc1cccc(C(=O)N(Cc2cccs2)C2CCS(=O)(=O)C2)c1 (stereo unspecified)	-6%	-14%	-2%	2	-17%	8%	-8	8%	3%
CCn1cnc2cc(NC(=O)c3cccs3)ccc21	-1%	5%	-1%	5	?	-4%	-18	-16%	13%

The list goes on.
SMILES	HEK293 tox	SW480 rereplic	HT1080-NT tox	DRD3 agonist	KB-V1 cytotox	HT1080 IDH1KD tx	IL1B secr inh	KB-3-1 cytotox	MCF10A rereplic
COCCCNC(=O)c1ccc2c3c(onc13)-c1ccccc1C2=O	?	2%	?	-29	?	?	-98*	?	?
Cc1cccc2[nH]c3c(N4CCN(C(=O)c5ccco5)CC4)ncnc3c12	?	-5%	0%	4	?	-1%	?	2%	5%
Cc1cc(OCCCC(=O)NCCc2nnc3ccccn23)ccc1Cl	1%	-3%	-5%	2	-15%	-3%	18	0%	-1%
OCCCC1CCCCN1Cc1nc(Cc2ccccc2Cl)no1 (stereo unspecified)	9%	9%	-3%	2	-2%	-1%	30	1%	-1%
Cc1csc(NC(=O)c2cccc(C)c2C)n1	-8%	-3%	-9%	-7	-17%	-13%	-12	-4%	5%
CC(C)n1c(O)c(N=NC(=O)CNC(=O)Cc2ccc(Cl)cc2)c2ccccc21	?	-4%	3%	-3	7%	0%	-13	11%	-17%
COc1cccc(CN2CCC(C(=O)N3CCN(Cc4ccc5c(c4)OCO5)CC3)CC2)c1OC	7%	-3%	0%	-12	.	-9%	-9	.	?
CC(C)CCn1nnnc1CN1CCN(C(c2ccccc2)c2ccccc2)CC1	-10%	5%	-14%	1	-13%	0%	3	8%	?
Cc1cc(C)c(NC(=O)COC(=O)C2CCCCC2)c(C)c1	-11%	?	-5%	5	-15%	-2%	-15	-11%	4%
Cc1cc(C)c(C(N)=O)c(Nc2ccc3c(c2)OCCO3)n1	3%	-15%	10%	-2	?	6%	-16	3%	6%
COC(C(=O)Nc1ccnn1C1CCN(C(=O)c2ccc(C=O)cc2)CC1)c1ccccc1 (stereo unspecified)	19%	10%	-1%	4	0%	1%	-9	4%	7%
CCN(CC)CCCN(C(=O)Cn1nnc(-c2ccc(OC)c(OC)c2)n1)C(C(=O)NC(C)(C)C)c1ccc(F)cc1 (stereo unspecified)	-8%	-1%	-6%	2	-8%	-1%	16	-13%	-3%
OCCN(CCO)c1ccc(C(c2ccc(Cl)cc2)c2ccc(N(CCO)CCO)cc2Cl)c(Cl)c1	-24%	10%	-14%	-2	-16%	-11%	?	-6%	?
Cc1ccc(S(=O)(=O)N2CCC(C(=O)OC(C)C(=O)N(C)c3ccccc3)CC2)cc1C (stereo unspecified)	-5%	2%	-3%	4	?	0%	-3	13%	?
C=C(C)C(=O)Nc1ccc(OC(F)(F)C(F)F)c(NC(=O)C(=C)C)c1	70%[activator]	-4%	-1%	-1	-1%	-2%	-23	0%	-1%
COc1ccc(Cl)cc1N1CC(c2nc3ccccc3[nH]2)CC1=O (stereo unspecified)	-10%	0%	0%	1	?	2%	5	?	3%
CCC(C)NS(=O)(=O)c1ccc(OCC(=O)N2CCC(C)CC2)cc1 (stereo unspecified)	1%	8%	6%	16	-28%	0%	26	3%	1%
O=C(NNS(=O)(=O)c1ccccc1Cl)c1nn(-c2ccc(F)cc2)ccc1=O	6%	-4%	3%	1	-2%	-4%	5	10%	-1%
CCOC(=O)c1c(NC(=O)Cn2nc(C(=O)O)c3ccccc3c2=O)sc2c1CCC(C)C2 (stereo unspecified)	-6%	?	-6%	-7	-26%	2%	-9	2%	20%
C[n+]1cccc2cccc([O-])c21	-1%	-7%	-11%	3	20%	6%	3	3%	-1%
Cc1ccc(C)c(NC(=O)C2CCCN2/C=C/C(=O)C(F)(F)F)c1 (stereo unspecified)	11%	-25%	16%	4	-26%	14%	22	1%	-1%
O=C(Cc1ccccc1)N/N=C/c1cccnc1	-12%	-3%	26%	-3	?	20%	8	6%	0%
CC(=O)c1cccc(OC(=O)c2cc(S(=O)(=O)N3CCOCC3)ccc2N2CCCC2)c1	0%	-6%	-4%	-23	-33%	-1%	-6	?	-3%
Cc1nc2cc(S(=O)(=O)N(C)C)ccc2n1-c1ccccc1	-3%	3%	4%	4	?	6%	-4	6%	1%
CCOc1ccc(C(=O)Nc2ccc(S(=O)(=O)N3C[C@@H]4C[C@@H](C3)c3cccc(=O)n3C4)cc2)cc1	-11%	?	?	-17	-9%	23µM*	29	0%	?
CC(C)CC(=O)NNC(=S)Nc1ccc(S(N)(=O)=O)cc1	-4%	-30%[inhibitor]	12%	3	7%	8%	-9	-4%	-37%[inhibitor]
O=C(O)C(Cc1ccnc2ccccc12)=NO	-1%	-3%	?	3	-4%	10%	5	?	-1%
Cn1nccc1-c1cc(Cl)cc(Cl)c1O	3%	-13%	-8%	-24	-18%	-7%	.	0%	-4%
Cc1ccccc1NC(=O)Cn1c(=O)n(Cc2ccco2)c(=O)c2ccc(C(=O)NC3CCCC3)cc21	-5%	.	.	1	?	.	.	5%	.

In the list so far, these have an aryl thioether with sulfur outside any ring.
SMILES	HEK293 tox	SW480 rereplic	HT1080-NT tox	DRD3 agonist	KB-V1 cytotox	HT1080 IDH1KD tx	IL1B secr inh	KB-3-1 cytotox	MCF10A rereplic
Cc1ccc(SCC(=O)N2CCN(c3ccccn3)CC2)cc1	3%	-1%	6%	-2	8%	-9%	23	-3%	3%
O=c1[nH]c(SCc2c(Cl)cccc2Cl)nc2ccccc12	7%	16%	-1%	2	-8%	9%	2	9%	-1%
CCN(CC)C(=O)CSc1nc(COc2ccccc2)nc2ccccc12	1%	-7%	-12%	8	3%	-11%	0	-5%	0%
